Bioassay records: PubChem, several laboratories
hK5 inh: kallikrein 5 (human) inhibition; recombinant hK5, fluorogenic AMC substrate cleavage; Q9Y337; 0.59% of 210,000 active; inhibition, % at 5 µM; AID 873;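 active = inhibition of 40% or more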;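 note: 0% = enzyme controls without compound and 100% = no-enzyme blanks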
Target sequence (Q9Y337 67-293 limits assumed): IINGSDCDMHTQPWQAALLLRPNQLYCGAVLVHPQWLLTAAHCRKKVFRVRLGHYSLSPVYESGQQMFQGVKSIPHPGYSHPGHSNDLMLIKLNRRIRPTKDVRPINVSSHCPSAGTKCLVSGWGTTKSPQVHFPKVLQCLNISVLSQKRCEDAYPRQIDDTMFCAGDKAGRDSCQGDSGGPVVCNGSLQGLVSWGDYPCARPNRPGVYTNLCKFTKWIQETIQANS
FXIa inh 1536: factor XIa (human) inhibition; purified FXIa, Boc-Glu-Ala-Arg-AMC fluorogenic substrate; inhibition, % at 5 µM; 0.14% of 220,000 active;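 active = inhibition of at least 40%; inactive = inhibition below 40%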;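 note: fluorescence of freed AMC excited at 355 nm; 0% = enzyme without compound and 100% = no enzyme blank; many of its hits are not listed in these tables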
Furin inh: human furin inhibition; P09958; purified furin, fluorogenic substrate cleavage; inhibition, % at 30 µM; 0.061% of 220,000 active; in the data active = inhibition above about 25%; note: inactives centre near -15
Target sequence (P09958 108-714 limits assumed): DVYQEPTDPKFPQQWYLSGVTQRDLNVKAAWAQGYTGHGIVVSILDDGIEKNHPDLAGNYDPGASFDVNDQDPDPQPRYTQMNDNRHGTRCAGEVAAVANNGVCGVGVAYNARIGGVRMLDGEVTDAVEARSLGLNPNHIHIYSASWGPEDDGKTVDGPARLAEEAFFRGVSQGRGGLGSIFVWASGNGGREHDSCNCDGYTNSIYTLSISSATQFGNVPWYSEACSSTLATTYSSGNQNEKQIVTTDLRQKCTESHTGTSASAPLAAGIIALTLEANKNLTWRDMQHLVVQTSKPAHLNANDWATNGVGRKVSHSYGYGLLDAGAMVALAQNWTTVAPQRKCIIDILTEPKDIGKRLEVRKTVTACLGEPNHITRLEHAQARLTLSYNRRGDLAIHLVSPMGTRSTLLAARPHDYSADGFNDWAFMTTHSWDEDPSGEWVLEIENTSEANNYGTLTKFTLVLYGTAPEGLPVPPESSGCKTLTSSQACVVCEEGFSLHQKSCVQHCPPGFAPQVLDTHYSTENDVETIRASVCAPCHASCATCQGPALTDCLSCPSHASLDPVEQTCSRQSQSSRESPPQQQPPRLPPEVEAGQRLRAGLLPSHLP
Thrombin inh: thrombin (human) inhibition; alpha-thrombin, Boc-VPR-AMC fluorogenic substrate cleavage; P00734; inhibition, % at 5 µM; 0.26% of 220,000 active;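 active = inhibition at or above 40%; inactive = inhibition below 40%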;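 note: 0% = enzyme with no compound and 100% = wells without enzyme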
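signal = AMC fluorescence, 355/460 nm | material = human alpha-thrombin enzyme | control set = enzyme without compound as high, wells lacking enzyme as low | times = reaction at room temperature | read-out basis = percent inhibition scaled between no-compound controls and no-enzyme blanks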
KCC2 mod: modulators of human KCC2 chloride dependent transport. Q9H2X9. KCC2 cells, thallium flux FluoZin-2 fluorescence. B-score of Tl+ flux slope (higher = more flux/activation; lower = inhibition) at 10 µM. 2.2% of 190,000 active;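 active = thallium flux slope and its plate-corrected score both differing from the plate sample mean at a set confidence after two filtering rounds, in either direction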;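 note: slope of fluorescence scaled to starting intensity during 10 to 20 s after thallium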
FXIIa inh 1536: blocks human coagulation factor XIIa protease activity | P00748 | purified FXIIa, Boc-QGR-AMC fluorogenic substrate, 2 h | inhibition, % at 5 µM | 0.3% of 220,000 active | AID 800; in the data active = inhibition above about 40%;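 note: 0% = enzyme with no compound and 100% = blank without enzyme; many of its hits are not listed in these tables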
Wee1 degr inh: inhibitors of human Wee1 degradation; P30291; HeLa Luc-Wee1K328M stability, luciferase luminescence; 100% = proteasome inhibitor MG132 effect; reporter increase, % at 5 µM; 1.2% of 220,000 active; AID 1321;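 active = activation above the mean of all tested compounds plus 3 SD, set per screening run, cut at about 8.8% in these data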;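 note: cells exposed to compound for 20 h before luminescence read; 0% = DMSO alone and 100% = MG132 at 30 µM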
PERK inh: blocks human PERK kinase; Q9NZJ5; CHO PERK-DD fusion, SEAP luminescence translation reporter; 0.17% of 220,000 active; inhibition, % at 5.6 µM;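 active = inhibition above the mean inhibition of all tested compounds plus 3 SD, set separately per screening campaign, cut at about 2.9% in these data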;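 note: PERK kinase domain activated by AP20187 dimerizer at 100 nM; 0% = DMSO with dimerizer and 100% = rapamycin at 8.4 µM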
p97 inhibitor: blocks human p97 ATPase activity | P55072 | recombinant p97 ATPase, Kinase-Glo ATP luminescence, 3 h | inhibition, % at 8 µM | 0.42% of 220,000 active; in the data active = inhibition above about 15%;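 note: 0% = DMSO vehicle and 100% = wells lacking enzyme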
* marks the source's active call; other numbers are inactive results; nt = not tested or not shown; [ ] = remark or other dose.

SMILES | hK5 inh | FXIa inh 1536 | Furin inh | Thrombin inh | KCC2 mod | FXIIa inh 1536 | Wee1 degr inh | PERK inh | p97 inhibitor
Cc1c(NC(=O)c2ccc3c(c2)C(=O)N(CC2CCCO2)C3=O)cccc1C(=O)O (stereo not drawn) | 0 | 1 | -23[20 µM] | 16 | nt | 12 | -2 | 1.1 | -3
Cc1ccc(C)c(NC(=S)NCc2ccc3c(c2)OCO3)c1 | 0 | 3 | -11[20 µM] | -1 | -1.6 | 12 | -2 | -0.6 | 2
COc1ccc(-c2nn(C)c(=O)c3ccccc23)cc1NC(=O)Cn1nc(C)c2ccccc2c1=O | -12 | 7 | -21[20 µM] | 7 | -1 | 13 | 3 | -1.1 | 6
N#CCCn1ccc(NC(=O)c2ccc(Cl)cc2)n1 | 0 | 21 | -23[20 µM] | -5 | 0.0034 | 19 | -1 | 0.1 | -6
Cc1cc(/C=C2\C(=O)NN(c3ccccc3)C2=O)c(C)n1-c1ccccc1O | 1 | 1 | -7 | -3 | -0.25 | 3 | 1 | -0.1 | 2
O=C(NP(=O)(N1CCOCC1)N1CCOCC1)C1=C(N2CCOCC2)/C(=C\c2ccccc2)CC1 | -3 | -4 | -25 | -1 | 0.65 | nt | 3 | -0.4 | 0
O=[N+]([O-])c1cc(Br)cc(/C=N/n2cnnc2)c1O | 1 | -2 | -16 | -8 | 0.4 | 7 | -1 | 0.0 | 0
O=S(=O)(NCc1ccccc1)c1ccc(S(=O)(=O)N(Cc2ccccn2)C2CCCC2)cc1 | -4 | 9 | -21[20 µM] | -1 | -0.55 | 10 | -1 | -0.8 | -3
CCC(=O)Nc1ccc(Cl)c(NC(=S)NC(=O)c2cc3ccccc3o2)c1 | -18 | 2 | 0 | 1 | 1.7 | 8 | 2 | 0.4 | -3
O=C1c2cccc3cccc(c23)C(=O)N1CC1CCN(S(=O)(=O)c2ccc(F)cc2)CC1 | -20 | 5 | -34 | -2 | -0.54 | 14 | -2 | 1.2 | 2
COc1cc2c(cc1NC(=O)c1cccc(Br)c1)CCCC2 | -23 | 3 | -5[20 µM] | 2 | -0.19 | 8 | -2 | 0.3 | 3
CCCn1cnc2c(cnn2-c2ccc(F)cc2)c1=O | 2 | 7 | -19 | 0 | -0.21 | 9 | 6 | 0.6 | 4
CCOc1cc(/C=C2/NC(=O)N(CC(=O)Nc3cccc(C)c3)C2=O)ccc1O | -9 | 2 | -23[20 µM] | -1 | -0.12 | 8 | 3 | 1.1 | 4
Cc1ccc(S(=O)(=O)/N=c2\sccn2C)cc1 | -13 | -1 | -7[20 µM] | 1 | nt | 13 | 1 | 1.5 | 1
O=C(O)c1cc2n(n1)CCN(Cc1ccccc1Cl)C2=O | -9 | -3 | -13 | -2 | 0.0062 | 6 | -2 | 1.9 | 5
O=C(CSc1nc2ncc(Cl)cc2[nH]1)NCCc1ccc(F)cc1 | -13 | -4 | -28 | 0 | -3.4 | 4 | 2 | 0.4 | 0
CCOC(=O)N1CCN(C(=O)c2ccc(Cl)c(S(=O)(=O)Nc3ccccc3)c2)CC1 | -24 | -4 | -17[20 µM] | 4 | -0.53 | 9 | 3 | -1.3 | 1
CCOc1ccc(NC(=O)CCCn2c(=S)[nH]c3ccsc3c2=O)cc1 | 0 | -4 | -16 | -11 | -0.36 | 5 | 2 | 0.4 | 0
Cc1ccc(Nc2c(-c3ccccc3O)nc3ncccn23)cc1 | -4 | -1 | -1 | -5 | 1.8 | 5 | 2 | -2.5 | -8
O=C(NC1CCCCC1)c1ccc(S(=O)(=O)N2CCCC2)cc1 | -34 | 15 | -19[20 µM] | 26 | 0.045 | 8 | 2 | -0.3 | -2

Some of these compounds in order of molar mass, high to low.
SMILES | hK5 inh | FXIa inh 1536 | Furin inh | Thrombin inh | KCC2 mod | FXIIa inh 1536 | Wee1 degr inh | PERK inh | p97 inhibitor
CCOC(=O)N1CCN(C(=O)c2ccc(Cl)c(S(=O)(=O)Nc3ccccc3)c2)CC1 | -24 | -4 | -17[20 µM] | 4 | -0.53 | 9 | 3 | -1.3 | 1
CCOc1ccc(NC(=O)CCCn2c(=S)[nH]c3ccsc3c2=O)cc1 | 0 | -4 | -16 | -11 | -0.36 | 5 | 2 | 0.4 | 0
O=C(NC1CCCCC1)c1ccc(S(=O)(=O)N2CCCC2)cc1 | -34 | 15 | -19[20 µM] | 26 | 0.045 | 8 | 2 | -0.3 | -2

(more compounds)
SMILES | hK5 inh | FXIa inh 1536 | Furin inh | Thrombin inh | KCC2 mod | FXIIa inh 1536 | Wee1 degr inh | PERK inh | p97 inhibitor
CCN1C(=O)C(O)(C2COC(C)(C)CC2=O)c2cc(Br)ccc21 (stereo not drawn) | -2 | -9 | -26[20 µM] | -12 | 0.55 | -20 | 0 | 1.3 | 1
COCCCNc1nc2c(-c3cccc(C(F)(F)F)c3)nnn2c2ccccc12 | 2 | -2 | -42 | -9 | 0.25 | 2 | -1 | 0.8 | 3
CCCC(C(=O)NC1CCCC1)N(C(=O)Cn1nnc(-c2ccc(C)o2)n1)c1ccccc1OC (stereo not drawn) | 10 | 5 | -16 | -7 | 0.41 | -6 | -3 | -0.9 | -4
Cc1ccc(C)c(N2CCN(C(=O)c3csc4ccccc34)CC2)c1 | -7 | -7 | -16 | 1 | 1.7 | 3 | -1 | 0.2 | 11
COC(=O)c1ccc(NC(=O)CSC2=NCCN2)cc1 | -23 | -1 | -17 | -14 | -0.31 | 5 | -2 | 0.5 | 4
COc1ccc(S(=O)(=O)NC(C)C(=O)O)cc1 (stereo not drawn) | -3 | 11 | -15[20 µM] | 5 | -0.062 | 11 | -2 | 0.9 | 5
COc1ccc(NC(=O)CN2C(=O)C(C)Oc3ccccc32)cc1 (stereo not drawn) | -27 | -6 | -17[20 µM] | -6 | -0.67 | -8 | 1 | 0.4 | -2
Cc1cc(Cl)c2c(c1)[C@]1(C(=O)N2)[C@@H]2C(=O)N(Cc3ccccc3)C(=O)[C@@H]2[C@@H]2CCCN21 | -10 | 0 | -13 | -8 | -0.81 | 15 | -1 | -0.4 | 2
COC(=O)c1ccc(NC(=O)CC2C(=O)N(c3ccc(C)cc3)C(=O)N2CC(C)C)cc1 (stereo not drawn) | 7 | 3 | -7[20 µM] | 2 | nt | 16 | 0 | -2.2 | -6
CCC(Sc1nc2cc(OC)c(OC)cc2c(=O)n1Cc1ccco1)C(=O)NCCOC (stereo not drawn) | 4 | -2 | -23[20 µM] | -13 | -0.27 | -10 | 0 | -0.5 | 0
O=C(CSc1nnc(-c2ccncc2)o1)NCc1ccccc1 | -19 | -1 | 2 | -12 | -0.52 | 6 | -2 | 0.5 | 3
Cc1ccc2c(c1)sc1nc(=O)n(-c3cccc(Cl)c3)c(=O)n12 | -3 | 5 | -6[20 µM] | 3 | 0.19 | 10 | 8 | 0.1 | 0
O=S(=O)(c1ccc(Oc2ncnc3scc(-c4ccccc4)c23)cc1)N1CCOCC1 | 1 | 0 | -16 | -3 | -0.53 | 3 | 19* | -0.2 | 0
Cc1ccc(CNC(=O)C2CC(c3cccc([N+](=O)[O-])c3)=NO2)cc1 (stereo not drawn) | -3 | 6 | 1[20 µM] | 3 | 0.1 | 11 | -2 | 0.3 | 5
CN(C)c1ccc(C2C=C(c3ccc(Cl)cc3OC(F)F)Nc3ncnn32)cc1 (stereo not drawn) | -23 | 4 | nt | 0 | nt | 16 | nt | nt | nt
Cc1ccc2nc(-c3ccccc3)cc(C(=O)O)c2c1 | 3 | 0 | -11 | 1 | 0 | 10 | -2 | 2.6 | 5
COC(=O)[C@@H]1C[C@@H]2CC[C@@H](O)C[C@@H]2N1Cc1ccc(Cl)cc1 | 2 | 0 | -32 | -2 | 0.3 | 6 | nt | nt | nt
Cn1c2c(c(=O)n(C)c1=O)C(c1ccc(O)cc1)Nc1ccccc1O2 (stereo not drawn) | -8 | -7 | -13[20 µM] | -6 | nt | -1 | -1 | 0.1 | 0
COc1ccc(-c2nnc(NC(=O)c3cc(Cl)ccc3Cl)o2)cc1 | -12 | 2 | -33 | 0 | 23* | 10 | -2 | 1.6 | 4
COC(=O)COc1cc(Br)c(/C=C2/SC(=O)N(CC(=O)N3CCCC3)C2=O)cc1OC | -4 | 2 | -4[20 µM] | 0 | -0.061 | 14 | -1 | 0.3 | 2
CN1C(=O)CSC1=NCC12CC3CC(CC(C3)C1)C2 | -19 | 0 | -22[20 µM] | -10 | -0.55 | 15 | 2 | 1.4 | 6
O=C(c1cc(-c2ccccc2)nc2ccccc12)N1CCOCC1 | -25 | -8 | -11 | -5 | nt | 6 | -2 | 0.5 | 8
Cc1ccc(NC(=O)CN(C)S(=O)(=O)c2cnc[nH]2)cc1C | 2 | -2 | -14 | -3 | nt | 9 | 3 | 2.2 | 6
COc1ccc(NC(=O)c2c(C)nn(Cc3ccccc3)c2Cl)cc1S(=O)(=O)N1CCOCC1 | -4 | -5 | -15 | -11 | -0.55 | 3 | 2 | -1.0 | -7
CN(C)c1cccc2c1c(NC(=O)Nc1ccccc1)nn2C | 0 | 2 | -16 | -6 | -1.4 | 9 | 1 | -1.4 | 2
CCN(CC)c1c(-c2ccccc2)c2cc(C)ccc2[nH]c1=O | -2 | 7 | -16 | 2 | 0.72 | 15 | 2 | 0.5 | -5
O=C(CCN1C(=O)c2cccc([N+](=O)[O-])c2C1=O)Nc1nccs1 | 5 | 0 | -1 | -13 | -0.14 | 2 | 0 | 0.8 | 9
C=CCNc1nc(N2CCCC2)nc2ccccc12 | 15 | 8 | -3[20 µM] | 3 | nt | 16 | 1 | 0.4 | 5
O=C(CCCn1cc([N+](=O)[O-])cn1)Nc1cccnc1 | 2 | -3 | -29 | -3 | 0.67 | 6 | 0 | 0.8 | 5
Clc1cccc(-c2cc3nc4c(c(NCc5ccco5)n3n2)CCCC4)c1 | 0 | -7 | -6[20 µM] | -6 | 0.45 | 2 | 3 | -1.0 | -4
CCCNC(=O)c1ccc2c(=O)c(O)c(-c3ccc(Cl)c([N+](=O)[O-])c3)[nH]c2c1 | 6 | 4 | -36 | 0 | 0.037 | 8 | nt | nt | nt
CCN(CC)S(=O)(=O)c1ccc(/C=C/C(=O)O)cc1 | 0 | -1 | -16 | -1 | 1 | 6 | 9 | 1.3 | 5
CN1CCN(C2CC(=O)N(c3ccc4c(c3)OCCO4)C2=O)CC1 (stereo not drawn) | -6 | -2 | -9[20 µM] | -3 | nt | 4 | 0 | 0.8 | 5
O=C1c2ccccc2NC(c2ccc(O)cc2)N1Cc1ccco1 (stereo not drawn) | -67 | -10 | -23[20 µM] | 0 | -0.95 | 5 | -1 | 0.6 | 1
COc1ccc(NC(=S)NNC(=O)OC(C)(C)C)cc1OC | 0 | -6 | -10[20 µM] | -6 | 0.15 | -1 | -2 | 0.5 | 1
COC(=O)c1c(-c2ccc(F)cc2)csc1NC(=O)c1ccco1 | 6 | -2 | -19[20 µM] | -4 | -0.67 | 2 | 6 | 0.5 | 0

Reprinted at random: 5 compounds from above, in no set order.
SMILES | hK5 inh | FXIa inh 1536 | Furin inh | Thrombin inh | KCC2 mod | FXIIa inh 1536 | Wee1 degr inh | PERK inh | p97 inhibitor
CCCNC(=O)c1ccc2c(=O)c(O)c(-c3ccc(Cl)c([N+](=O)[O-])c3)[nH]c2c1 | 6 | 4 | -36 | 0 | 0.037 | 8 | nt | nt | nt
COc1ccc(NC(=S)NNC(=O)OC(C)(C)C)cc1OC | 0 | -6 | -10[20 µM] | -6 | 0.15 | -1 | -2 | 0.5 | 1
COC(=O)c1c(-c2ccc(F)cc2)csc1NC(=O)c1ccco1 | 6 | -2 | -19[20 µM] | -4 | -0.67 | 2 | 6 | 0.5 | 0
CCN(CC)S(=O)(=O)c1ccc(/C=C/C(=O)O)cc1 | 0 | -1 | -16 | -1 | 1 | 6 | 9 | 1.3 | 5
CN1CCN(C2CC(=O)N(c3ccc4c(c3)OCCO4)C2=O)CC1 (stereo not drawn) | -6 | -2 | -9[20 µM] | -3 | nt | 4 | 0 | 0.8 | 5
